High-throughput results deposited in PubChem by several laboratories.
PP1 inh: counter-screen for PP5 inhibitors: inhibitors of human PP1-alpha; P62136; purified PP1alpha, OMFP fluorescence; inhibition, % at 6.7 µM; 320,000 compounds, 0.9% hits; AID 2235;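 active = inhibition above the mean inhibition of all tested compounds plus 3 SD, computed separately for each screening campaign, cut at about 15% in these data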
Target sequence (P62136 whole entry, looked up): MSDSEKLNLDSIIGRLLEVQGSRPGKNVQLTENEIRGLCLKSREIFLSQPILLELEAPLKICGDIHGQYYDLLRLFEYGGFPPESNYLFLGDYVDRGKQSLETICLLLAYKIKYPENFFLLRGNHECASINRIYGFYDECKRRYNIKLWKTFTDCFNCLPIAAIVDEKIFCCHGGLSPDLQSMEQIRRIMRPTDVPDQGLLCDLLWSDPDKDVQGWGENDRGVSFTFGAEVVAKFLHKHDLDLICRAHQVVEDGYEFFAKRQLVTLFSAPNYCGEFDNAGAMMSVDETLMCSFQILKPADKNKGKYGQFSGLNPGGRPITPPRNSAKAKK
Yeast superoxide: lowers age-related superoxide in aged yeast cells. AID 2690. S. cerevisiae aged cells, superoxide DHE fluorescence; hits give low values. 330,000 compounds, 0.18% hits. superoxide response (% of plate mean), % at 10 µM;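 active = superoxide response under a set limit, about three screen SD below normal, cut at about 65% in these data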;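 also: yeast aged for seven days with compound at 30 °C before DHE staining; 100% = average MFI of all compound-treated wells on the plate with controls excluded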
core dimer inh: HCV core protein dimerization inhibition; TR-FRET GST/Flag-core106 dimerization, 1536-well; 300,000 compounds, 0.33% hits; AID 1899; inhibition, % at 5 µM;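 active = inhibition above the mean of all tested compounds plus 3 SD, set per screening campaign, cut at about 45% in these data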
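Material: GST/Flag-tagged HCV core106 proteins. Incubation: 4 h, 22.5 °C incubation. Read-out basis: inhibition (%) from 671 over 617 nm ratio. Measured by: TR-FRET, excitation 340 nm, emission 617 and 671 nm.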
PP5 primary: blocks human protein phosphatase 5 activity. 320,000 compounds, 0.18% hits. purified PP5c, OMFP substrate fluorescence. inhibition, % at 6.7 µM;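 active = inhibition above the campaign's mean inhibition across all tested compounds plus 3 SD, cut at about 9.5% in these data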;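 also: 0% = DMSO only and 100% = 100 µM cantharidin control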
Target sequence (P53041 whole entry, looked up): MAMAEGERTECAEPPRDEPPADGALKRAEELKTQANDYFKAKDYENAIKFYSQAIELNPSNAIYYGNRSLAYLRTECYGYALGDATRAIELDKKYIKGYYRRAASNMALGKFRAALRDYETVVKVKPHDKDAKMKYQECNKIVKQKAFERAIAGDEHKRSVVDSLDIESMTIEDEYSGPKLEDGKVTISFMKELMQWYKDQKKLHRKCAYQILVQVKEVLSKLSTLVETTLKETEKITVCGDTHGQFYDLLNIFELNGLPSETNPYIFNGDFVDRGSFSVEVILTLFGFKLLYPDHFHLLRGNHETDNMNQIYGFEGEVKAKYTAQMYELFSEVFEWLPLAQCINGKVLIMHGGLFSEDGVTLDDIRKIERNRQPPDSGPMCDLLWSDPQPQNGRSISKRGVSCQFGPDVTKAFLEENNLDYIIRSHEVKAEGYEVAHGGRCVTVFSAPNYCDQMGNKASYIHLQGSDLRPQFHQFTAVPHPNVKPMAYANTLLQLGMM
CTSL1 counter: counter-screen for PFM18AAP inhibitors: inhibitors of F. hepatica cathepsin L1 | 300,000 compounds, 0.49% hits | inhibition, % at 5.96 µM | recombinant F. hepatica cathepsin L1, Z-Leu-Arg-MCA fluorescence;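 active = inhibition above the mean of all tested compounds plus 3 SD, set per screening campaign, cut at about 17% in these data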;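 also: 0% = plate median of test compound wells and 100% = 1 µM Z-Phe-Ala-diazomethylketone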
ZTA DNA inh: blocks Epstein-Barr virus ZTA, an EBNA-1 counter-screen; ZTA-DNA binding, fluorescence polarization; inhibition, % at 11 µM; 320,000 compounds, 0.15% hits; AID 2234; in the data active = inhibition above about 33%
Target sequence (P03206 whole entry, looked up): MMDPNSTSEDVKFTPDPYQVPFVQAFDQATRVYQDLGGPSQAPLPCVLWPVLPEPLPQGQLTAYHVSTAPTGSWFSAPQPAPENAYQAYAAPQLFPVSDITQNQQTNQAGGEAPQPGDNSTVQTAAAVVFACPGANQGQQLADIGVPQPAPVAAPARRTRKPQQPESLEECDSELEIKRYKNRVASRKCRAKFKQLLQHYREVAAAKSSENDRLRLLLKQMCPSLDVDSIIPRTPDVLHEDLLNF
JMJD2C inh: inhibitors of human GASC-1 (JMJD2C) demethylase; 330,000 compounds, 0.069% hits; GST-JMJD2C(1-420) H3K9me3 demethylation, DELFIA europium; AID 2099; Q9H3R0; inhibition, % at 2.35 µM;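 active = more than half of a compound's replicate wells show inhibition beyond 50%, single wells judged on their own value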;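 also: signal counts dimethyl H3K9 product captured on neutravidin plate; 0% = median of DMSO wells and 100% = 0.3 times that DMSO median; strong numbers were not always called active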
EBNA-1 inhibitor: blocks EBNA-1 binding to DNA | EBNA-1 DNA binding, fluorescence polarization | inhibition, % at 14.8 µM | 300,000 compounds, 0.34% hits; in the data active = inhibition above about 28%
TPT1 inhibitor: blocks Candida albicans tRNA 2'-phosphotransferase; recombinant caTPT1, FP RNA substrate dephosphorylation; inhibition, % at 5 µM; 300,000 compounds, 0.81% hits;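 active = inhibition above the mean of all tested compounds plus 3 SD, set per screening campaign, cut at about 24% in these data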;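 also: plate controls were DMSO alone for no effect and ferristatin control at 100 nM for full effect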
Numbers without * were called inactive; i = inactive; · = not tested or not shown; & = joins results of further samples. This is a random part of the collection; about 3.1% have a hit in one of these screens.

structure	EBNA-1 inhibitor	PP1 inh	Yeast superoxide	TPT1 inhibitor	CTSL1 counter	PP5 primary	JMJD2C inh	ZTA DNA inh	core dimer inh
CCOC(=O)C1(Cc2ccccc2)CCN(Cc2ccc(C)s2)CC1	-5	-1	94	0	1	2.9	5	1	-3
Cc1ccc(S(=O)(=O)NCC(=O)N2CCCCC2)cc1	-3	-1	95	-5	0	0.9	-1	-11	-1
CCOc1ccc(-c2nc(N)ncc2Oc2ccc(OC)cc2)c(O)c1	-10	1	117	-7	6	5.4	1	-7	1
CN(CCc1ccccn1)C(=O)c1nn2c(C(F)(F)F)cc(-c3ccco3)nc2c1Cl	4	-2	102	-1	-2	2.3	-18	15	10
CCO[C@@H]1OC(C(=O)N2CCN(C)CC2)=C[C@H](c2ccc(C(F)(F)F)cc2)[C@H]1CCCO	14	-3	101	-2	-1	-3.0	-10	3	-19
COc1ccc(C)cc1NC(=O)c1ccc(N(C)S(C)(=O)=O)cc1	9	-3	103	-3	-2	0.0	5	2	-3
COc1ccc(NC(=O)c2ccc3ccccc3n2)cc1S(=O)(=O)N1CCCCC1	-11	0	110	2	-3	0.9	6	2	18
COc1ccccc1C(=O)NC(=O)Cn1nc(C)c([N+](=O)[O-])c1C	-3	-3	94	1	1	-1.6	4	-2	-1
COc1ccc(NC(=O)C2CC(=O)N(c3cccc(C)c3C)C2)cc1 (configuration not stated)	10	-1	94	-5	7	0.2	-17	1	0
CCc1ccc(C2CC(c3ccc(F)cc3)Nc3nc(N)nn32)cc1 (configuration not stated)	2	4	99	-3	2	-0.6	-5	12	5
O=C(Cc1ccc(Cl)cc1)NCCN1CCCC1	1	-3	93	2	-3	0.4	-5	-11	-3
O=C(NC1CC1)C1CCN(c2ccc(S(=O)(=O)N3CCOCC3)cc2)CC1	-11	3	65*	2	1	2.1	74	-12	-5
Cc1cccc(-n2nc3c([n+]2[O-])CCc2nonc2-3)c1C	5	-5	98	1	0	-1.8	3	6	2
CCOc1ccc(NC(=O)C2CCN(S(=O)(=O)c3ccc4c(c3)NC(=O)C(C)S4)CC2)cc1 (configuration not stated)	12	-2	91	0	0	2.5	-3	10	10
CCCCN(C1CCS(=O)(=O)C1)S(=O)(=O)c1ccc(C(C)C)cc1 (configuration not stated)	-1	1	105	-3	3	2.4	53	3	-3
O=C(c1ccccc1)N1N=C(c2ccccc2O)CC1c1ccc(Br)cc1 (configuration not stated)	-6	6	96	-2	4	2.1	1	10	-1
Nc1ccc(-c2nc3ccc(C(=O)O)cc3s2)cc1	-10	-1	131	2	7	8.2	-37	0	-3
CC(C)(C)C(=O)NC1=NCCS1	-5	1	88	-4	0	2.3	8	-10	-8
O=C(C1CCN(c2ncnc3c2nc2n3CCCCC2)CC1)N1CCN(c2ccc(F)cc2)CC1	-7	-3	98	-1	-1	3.4	4	-4	1
COc1cccc(NC(=O)CSc2nc3c(oc4ccccc43)c(=O)[nH]2)c1	7	3	104	-3	5	2.0	-13	-12	11
COc1ccc(S(=O)(=O)N(Cc2ccccc2)c2ccccc2C(=O)N2CCOCC2)cc1	-16	5	100	-2	0	4.1	-4	-4	-6
CC12CCC(=O)N1C(C(=O)Nc1ccc(F)c(Cl)c1)CS2 (configuration not stated)	-2	-6	97	2	5	1.5	134	-8	-2
O=C(COc1ncnc2ccccc12)NCc1ccco1	-10	-3	98	3	0	1.8	3	-20	-4
COc1ccccc1NC(=O)C(=O)Nc1ccccn1	8	-3	111	-1	1	0.6	1	17	-8
C/C(=N\NC(=O)c1cc(-c2ccc(C)s2)[nH]n1)c1ccncc1	-6	-3	105	-2	-6	2.3	-6	-8	8

Structural class, the entries above with a CF3 group.
structure	EBNA-1 inhibitor	PP1 inh	Yeast superoxide	TPT1 inhibitor	CTSL1 counter	PP5 primary	JMJD2C inh	ZTA DNA inh	core dimer inh
CN(CCc1ccccn1)C(=O)c1nn2c(C(F)(F)F)cc(-c3ccco3)nc2c1Cl	4	-2	102	-1	-2	2.3	-18	15	10
CCO[C@@H]1OC(C(=O)N2CCN(C)CC2)=C[C@H](c2ccc(C(F)(F)F)cc2)[C@H]1CCCO	14	-3	101	-2	-1	-3.0	-10	3	-19

Following part:
structure	EBNA-1 inhibitor	PP1 inh	Yeast superoxide	TPT1 inhibitor	CTSL1 counter	PP5 primary	JMJD2C inh	ZTA DNA inh	core dimer inh
CCCc1cc(=O)[nH]c(N/N=C/C=C\c2ccccc2)n1	-12	-6	107	-2	-2	2.1	-4	-2	0
O=C(CCC1CCCC1)NCCCN1CCOCC1	-3	-7	103	-4	-1	0.1	5	-9	8
CC1(c2ccccc2)NC(=O)N(CC(=O)Nc2ccccc2N2CCCCC2)C1=O (configuration not stated)	-11	-3	100	0	-1	0.8	-9	-4	3
CC(C(=O)c1ccc(-c2ccccc2)cc1)[n+]1cccc(NC(=O)c2ccccc2)c1 (configuration not stated)	10	-1	98	-1	4	-2.5	-32	-5	-7
CCC(C)NC(=O)Cn1c(COc2ccc(Cl)cc2Cl)nc2ccccc21 (configuration not stated)	3	1	91	-4	-1	-2.1	-3	10	0
CC(=O)N(C(C)=O)C1=C(C#N)C2(CCCCC2)Cc2ccccc21	-2	1	105	2	-2	3.2	4	-1	7
CCOC(=O)Cc1nnc(NC(=O)C(CC)Sc2nncn2C)s1 (configuration not stated)	4	-1	100	-2	6	4.1	-7	-3	0
CC(=O)Nc1ccc(N(C(=O)CNC(=O)c2ccco2)C(C(=O)NCc2ccco2)c2ccccc2F)cc1 (configuration not stated)	-7	-3	88	-2	5	-1.0	-23	-5	-3
CCOC(=O)c1ccc(N=C2C(=S)N(c3ccc(C(=O)OCC)cc3)C(=N)N2/N=C/c2ccccc2)cc1	-1	0	113	0	10	0.7	15	-7	14
Cc1ccc(C)c(N2C(=O)CN=C2Nc2ccccc2Cl)c1	-5	-2	109	-5	-1	0.8	-2	6	-2
COc1ccc(C(=O)N(CCN2CCOCC2)CC(=O)NC2CCCC2)cc1OC	3	-4	87	0	-1	0.2	-6&1	-1	-1
Nc1nc(N)nc(-c2ccccc2-c2nc(N)nc(N)n2)n1	-4	-1	94	5	0	0.8	5	13	-2
COc1cc2nc(/C=C/c3ccc(N(C)C)cc3)sc2cc1SC	-6	-1	86	155*	2	-0.3	-3	6	1
Cc1onc(-c2c(F)cccc2Cl)c1C(=O)Nc1nnc(-c2ccccc2)s1	13	4	89	-1	2	0.6	-5	9	4
CCCn1c(SC(C)C(=O)NCC2CCCO2)nc2cc(Cl)ccc2c1=O (configuration not stated)	-2	-5	95	3	3	0.1	-1	2	15
Cc1ccc(NC(=O)CSc2ccccc2NC(=O)c2ccccc2Cl)cc1Cl	6	1	97	-4	-1	3.6	-2	11	1
CCC(C)(C)NC(=O)c1cc([N+](=O)[O-])ccc1N1CCCCC1	6	3	106	2	1	3.8	3	6	-6
O=C(NCc1ccncc1)C(=O)Nc1ccc2c(c1)OCO2	-4	3	88	0	-3	0.5	0	2	-4
Cc1cc2cc(CCNC(=O)c3cccc([N+](=O)[O-])c3)c(=O)[nH]c2cc1C	-7	2	116	-1	-1	1.6	-4	-16	0
CS(=O)(=O)N1CCN(C(=O)c2cc(-c3cccnc3)nc3ccc(Br)cc23)CC1	9	-6	101	2	1	-1.3	-18	10	6
CN(C)C(CNC(=O)c1ccc(NS(=O)(=O)c2ccc(F)c(F)c2)cc1)c1ccccc1 (configuration not stated)	0	-7	102	1	-1	-2.4	-8	-6	-3
COc1ccc(/C(C)=N/NC(=O)Cc2c(C)nc(C)[nH]c2=O)cc1	7	5	104	-3	2	0.9	10	-27	-10
COc1ccc(C(=O)NCc2nnc(SCC(=O)NCc3ccco3)o2)cc1OC	7	-5	101	-2	-2	-2.8	-2	17	1
Cc1ccc(OCCNC(=O)CCNS(=O)(=O)c2ccc3ccccc3c2)cc1	·	-3	99	·	·	3.1	2	-14	·
c1ccc(-c2ccc(CN3CCN(c4ncccn4)CC3)cc2)cc1	0	2	71	-4	-2	0.2	8	5	3

The listing continues:
structure	EBNA-1 inhibitor	PP1 inh	Yeast superoxide	TPT1 inhibitor	CTSL1 counter	PP5 primary	JMJD2C inh	ZTA DNA inh	core dimer inh
CN(c1ccc(OCC(=O)N2CCOCC2)cc1)S(=O)(=O)c1ccc(Cl)cc1	-3	-3	77	0	2	0.1	5	17	5
Cc1nnc(NC(=O)CSc2ccc3nnc(-c4ccccn4)n3n2)s1	4	0	89	1	0	-0.4	31	19	-3
c1ccc(Cn2nnc3c(N4CCN(Cc5ccc6c(c5)OCO6)CC4)ncnc32)cc1	3	1	96	2	1	4.0	3	7	3
Cc1ccc(NC(=O)C2=NNC(=O)CC2)cc1S(=O)(=O)Nc1ccc(SC(F)F)cc1	·	0	91	·	·	1.3	-3	10	·
CCCCOc1ccc(C(=O)N2CCN(c3ncccn3)CC2)cc1	1	-2	96	-3	-1	0.8	25	3	-6
CCOC(=O)C1(CCCc2ccccc2)CCN(C(=O)CCc2cnccn2)CC1	-7	-7	99	-1	-5	2.3	7	-13	13
Fc1cccc(/C=N/Nc2nccnc2Cl)c1	-5	-4	99	-3	7	-0.3	0	-20	-2
CCOC(=O)c1ccccc1-c1csc(N)n1	-8	-8	104	2	14	-0.5	5	-9	0
CCOC(=O)C1=C(C)NC(=O)NC1c1ccc(N2CCC(c3ccccc3)=N2)cc1 (configuration not stated)	0	4	99	53*	0	4.5	7	-1	4
Cc1ccc(N=Nc2c(N)n(-c3ccccc3)[nH]c2=O)cc1	11	2	97	-1	2	2.1	-3	-2	-26
CCOC(=O)c1c(CC(C)C)csc1/N=C/C1=C(O)CCCC1=O	9	4	102	98*	1	3.5	0	2	-1
CCc1ccccc1Nc1nc(N)nc(COC(=O)C2=COCCO2)n1	·	-2	90	·	·	3.1	14	-2	·
COc1ccc(C(=O)N=c2sc3ccccc3n2C)cc1	-2	-3	107	4	-1	-0.2	-11	-10	6
Cc1ccc(S(=O)(=O)N2CCN(CC(=O)N/N=C\c3cccnc3)CC2)cc1	2	-5	101	-1	3	2.3	8	9	10
COc1ccccc1NC(=O)Cc1ccc(-c2ccccc2)cc1	-8	4	114	-2	0	4.9	5	-9	-1
O=C(NCc1ccco1)C1CCCN1S(=O)(=O)c1ccccc1C(F)(F)F (configuration not stated)	0	-3	90	3	5	1.0	0	0	0
CC12CCC(C(=O)NNC(=O)c3ccc(Br)cc3)(OC1=O)C2(C)C (configuration not stated)	4	-1	84	-1	3	0.8	1	0	-1
CC(=O)NC(Cc1c[nH]c2ccccc12)C(=O)N/N=C/c1ccccc1 (configuration not stated)	-7	9	i	1	4	-1.3	-15	-20	-4
O=C(NCCCN1CCCCC1)c1ccc2c(c1)ncn2C1CCCC1	3	-6	121	0	2	-2.3	3	-7	-2
CN(C)/C=C(/C(=O)c1ccc(Cl)cc1)n1cncn1	-2	0	90	4	3	2.2	-7	10	0
COc1cc(/C=N/OCC(=O)Nc2cc(C)on2)ccc1OCc1ccccc1	6	0	112	1	0	-3.3	1	5	8
O=C(C1CCCN(S(=O)(=O)c2ccc(Cl)cc2)C1)N1CCCC1 (configuration not stated)	-14	0	93	1	-2	1.8	-4	-3	-2

One compound at a time (already shown). Order of values: EBNA-1 inhibitor | PP1 inh | Yeast superoxide | TPT1 inhibitor | CTSL1 counter | PP5 primary | JMJD2C inh | ZTA DNA inh | core dimer inh
Cc1nnc(NC(=O)CSc2ccc3nnc(-c4ccccn4)n3n2)s1 is listed as 4 | 0 | 89 | 1 | 0 | -0.4 | 31 | 19 | -3
COc1cc(/C=N/OCC(=O)Nc2cc(C)on2)ccc1OCc1ccccc1 is listed as 6 | 0 | 112 | 1 | 0 | -3.3 | 1 | 5 | 8
